High-throughput results (PubChem)
WRN inhibitor – inhibitors of human WRN helicase; WRN helicase unwinding, fluorescent forked duplex, kinetic; Potency, µM (titrated, usually from 114 µM), for the others: top-dose activity change, negative = inhibition, usual class: inhibitors; 360,000 compounds, 0.46% hits; further: potency means the concentration at half of the fitted maximal effect; on the % scale 0 is the no-effect control and ±100 the full control effect; nearly all actives have a fitted effect of over 55% in size
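Screening of the MLSMR collection measured strand separation of a quenched forked DNA duplex (100 nM) by 20 nM WRN with 2 mM ATP, all final. Compounds were preincubated with enzyme 15 min at room temperature.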
PLK1 PBD inh – PLK1 (human) polo-box domain binding inhibition. P53350. Potency, µM, without a hit: max response, negative = inhibition, usual class: inhibitors. Plk1 PBD binding of FITC phosphopeptide, fluorescence polarization. 360,000 compounds, 2.8% hits. AID 720504; further: potency means the concentration at half of the fitted maximal effect; series mostly up to about 57 µM; on the % scale 0 is the no-effect control and ±100 the full control effect; nearly all actives have a fitted effect of over 65% in size
Target sequence (P53350 whole entry, looked up, the tested form may be a part): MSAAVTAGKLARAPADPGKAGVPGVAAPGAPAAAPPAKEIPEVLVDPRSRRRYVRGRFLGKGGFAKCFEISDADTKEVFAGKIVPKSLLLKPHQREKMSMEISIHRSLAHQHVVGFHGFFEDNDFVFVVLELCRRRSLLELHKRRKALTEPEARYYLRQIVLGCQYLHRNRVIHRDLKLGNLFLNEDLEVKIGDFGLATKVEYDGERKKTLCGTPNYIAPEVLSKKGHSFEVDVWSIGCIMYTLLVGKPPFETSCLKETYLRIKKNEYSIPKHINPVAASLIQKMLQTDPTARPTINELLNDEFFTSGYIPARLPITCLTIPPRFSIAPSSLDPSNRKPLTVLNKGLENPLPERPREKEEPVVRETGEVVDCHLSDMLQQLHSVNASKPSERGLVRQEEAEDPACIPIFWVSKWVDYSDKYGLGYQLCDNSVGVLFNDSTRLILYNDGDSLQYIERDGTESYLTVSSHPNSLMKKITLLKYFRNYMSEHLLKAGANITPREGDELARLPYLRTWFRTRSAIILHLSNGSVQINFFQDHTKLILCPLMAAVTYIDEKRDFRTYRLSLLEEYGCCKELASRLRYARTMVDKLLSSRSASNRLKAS
PI5P4K alpha inh – blocks human PI5P4K alpha kinase activity. P48426. PI5P4Kalpha enzyme, ADP-Glo luminescence, 60 min; stronger effect = lower value. max response, %. 330,000 compounds, 1.2% hits; active means max response of -50% or lower; inconclusive means between -30% and -50%; inactive means -30% or higher; further: value at the top dose of about 77 µM; on the % scale 0 is the no-effect control and ±100 the full control effect
Target sequence (P48426 whole entry, looked up): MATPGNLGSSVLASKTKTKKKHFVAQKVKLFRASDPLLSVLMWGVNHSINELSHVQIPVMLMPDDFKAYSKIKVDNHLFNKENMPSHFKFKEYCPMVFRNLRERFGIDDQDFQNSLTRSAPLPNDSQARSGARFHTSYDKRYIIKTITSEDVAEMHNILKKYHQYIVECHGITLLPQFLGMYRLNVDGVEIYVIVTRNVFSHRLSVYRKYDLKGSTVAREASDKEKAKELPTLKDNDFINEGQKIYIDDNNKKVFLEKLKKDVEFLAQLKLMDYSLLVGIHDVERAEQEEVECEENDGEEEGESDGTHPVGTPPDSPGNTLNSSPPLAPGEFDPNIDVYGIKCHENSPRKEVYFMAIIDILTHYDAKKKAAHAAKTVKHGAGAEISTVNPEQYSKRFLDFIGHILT
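Controls without substrate or without enzyme flank wells where PI5P4Kalpha converts substrate using 5 microM ATP (final). Incubation lasts 60 minutes at room temperature; ADP formed is read by ADP-Glo luminescence.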
Abeta yeast res – A-beta toxicity reversal in yeast; 410,000 compounds, 0.063% hits; Potency, µM (series often up to 46.1 µM), for the others: at the highest dose growth rescue, actives largely listed as activators; yeast expressing A-beta42, growth rescue, OD600, 48 h; response scale: 0% DMSO, 100% iron-clioquinol control; further: potency means the concentration at half of the fitted maximal effect; nearly all actives have a fitted effect of over 55% in size
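Growth rescue measured by 600 nm absorbance after 48 h yeast culture at 30 C with compound. Values normalized between DMSO and an equimolar ferric chloride plus clioquinol control.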
EPAC1 antag – antagonists of human EPAC1 | Potency, µM (highest dose often 115 µM), without a hit: top-dose activity change, negative = inhibition, usual class: inhibitors | EPAC1 GEF assay, Rap1b-BODIPY-GDP exchange fluorescence | AID 720709 | 360,000 compounds, 0.14% hits;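 further: potency means the concentration at half of the fitted maximal effect; plate controls were vehicle for no effect and positive control for full effect; nearly all actives have a fitted effect of over 50% in size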
aSyn yeast inh – inhibitors of alpha-synuclein toxicity in yeast | 370,000 compounds, 0.14% hits | Yeast expressing alpha-synuclein, growth rescue, BacTiter-Glo, 24 h | AID 652106 | Potency, µM (titrated, usually from 46.1 µM), inactives show top-dose growth rescue (activation), usual class: activators; further: potency means the concentration at half of the fitted maximal effect; % of control where 0% means no effect; nearly all actives have a fitted effect of over 65% in size
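Screening used galactose-induced yeast with toxic alpha-synuclein levels, exposed to compound for 24 hr at 30 deg C. Cell growth, read with BacTiter-Glo luminescence, gave the measured signal.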
EPAC1 ag – activates human EPAC1 exchange factor | O95398 | EPAC1 agonist qHTS, biochemical assay; response scale: 100% = response to 6.5 mM cAMP | Potency, µM (top dose mostly 154 µM), for inactives: at the highest dose activation, hits mostly activators | 360,000 compounds, 0.073% hits | AID 720707; further: potency means the concentration at half of the fitted maximal effect; nearly all actives have a fitted effect of over 60% in size
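Multi-concentration qHTS readout: loss of Rap1B-bound BODIPY-GDP fluorescence driven by 100 nM EPAC1 with excess GDP (50 uM), monitored kinetically at room temperature; agonist response expressed relative to 6.5 mM cAMP.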
FUS suppressor – FUS proteinopathy suppression in yeast; 390,000 compounds, 0.24% hits; S. cerevisiae FUS-expressing, growth rescue, OD600, 24 h; Potency, µM (highest dose often 76.6 µM), for the others: at the top dose growth rescue (activation), hits mostly activators;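 further: potency means the concentration at half of the fitted maximal effect; plate controls were DMSO vehicle for no effect and reference control for full effect; nearly all actives have a fitted effect of over 55% in size; some results filed as inactive show a strong effect at the top dose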
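FUS-expressing yeast, raffinose-pregrown, induced in 2% galactose minimal medium at OD 0.005; compounds in a dilution series, 24hr at 30C. Growth restoration read as absorbance at 600 nm. CP55940 positive control, DMSO negative.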
IL-2 act – activators of IL-2. AID 652025. activation, % (series mostly up to about 46 µM). 360,000 compounds, 0.065% hits. IL-2 activation reporter assay, cell-based qHTS; stimulated with anti-CD3/CD4/CD28 beads; in transgenic mouse T cells; in the data active means activation above about 50%; inconclusive means mostly about 30% to 49%; further: 0% is about no effect
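Using fluorescent plate cytometry, EGFP and DsRed are detected in transgenic mouse T cells stimulated 18 h at 37 degrees C with antibody-coated beads after 60 min compound pretreatment.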
* marks the source's active call; other numbers are inactive results; ? = inconclusive; . = not tested or not shown; & = joins results of further samples; [ ] = dose if it differs, or a comment. Unless noted, the call rests on the fitted dose curve; in most records, active means well fitted curve in the direction sought with a large enough effect; inconclusive means small, poorly fitted or top-dose-only effect, or another doubt; inactive means no such curve, though single readings can be large; an effect the other way counts as inactive or inconclusive.

SMILES | WRN inhibitor | PLK1 PBD inh | PI5P4K alpha inh | Abeta yeast res | EPAC1 antag | aSyn yeast inh | EPAC1 ag | FUS suppressor | IL-2 act
Cc1c(O)ccc2c(=O)c(-c3nncn3-c3ccccc3)coc12 | -9% | -6% | 5 | -11% | -8% | -3% | -3% | 1% | -0.9
CSc1cccc(NC(=O)CN(C)S(=O)(=O)c2ccccc2)c1 | -16% | 2% | . | 12% | -1% | 1% | 0% | 17% | 0.2
CCOc1ccccc1NC(=O)C1=C(C)NC(=O)NC1c1cccs1 (stereo not given) | 6% | -5% | -6 | 5% | -2% | 3% | 1% | 15% | 0.4
Cc1ccccc1OCCC(=O)N1CCN(S(=O)(=O)c2ccc(F)cc2)CC1 | -32% | 0% | -19 | -15% | ? | -5% | 3% | . | -2.7
COC1=CC(=O)OC(c2cccc(C(F)(F)F)c2)C1 (stereo not given) | -2% | -1% | 2 | 3% | 4% | 2% | 0% | -1% | -0.6
O=C(COC(=O)c1cc(Cl)ccc1O)NCCNC(=O)COC(=O)c1cc(Cl)ccc1O | -5% | -4% | -8 | 0% | 9% | -4% | 4% | -2% | 2.6
CCN1C(=O)C(CC(=O)Nc2c(C)cccc2C)Nc2cc(S(=O)(=O)N(C)C)ccc21 (stereo not given) | 2% | -5% | 3 | -4% | ? | -8% | 0% | 18% | -4.3
CCOc1cc(C2C3=C(CC(C)(C)CC3=O)N(CCCOC)C3=C2C(=O)CC(C)(C)C3)ccc1O | 3% | -6% | 2 | -11% | 1% | -2% | 1% | ? | 0.7
O=C(Nc1ccccc1)c1nnsc1S(=O)(=O)c1ccc(Cl)cc1 | 45µM* | 4.7µM* | -28 | -93%[inhibitor] | -5% | -77%[inhibitor] | 10% | 1% | -0.6
CC1CCC(NC(=O)CCN2C(=O)C3C4C=CC(C4)C3C2=O)CC1 (stereo not given) | 6% | -4% | -2 | -22% | 1% | -3% | -9% | 14% | -0.5
Cc1csc(SCCn2c(N3CCOCC3)nc3c2c(=O)[nH]c(=O)n3C)n1 | 0% | -5% | -1 | 2% | -20% | 0% | 3% | 1% | -2.5
CCCc1cc(=O)[nH]c(SCC(=O)N2CCN(c3ccc(F)cc3)CC2)n1 | -9% | -3% | -3 | -1% | -6% | 4% | 8% | 15% | 0.6
O=[N+]([O-])c1ccc(Sc2cccc3cccnc23)c([N+](=O)[O-])c1 | 25% | 6.7µM* | -1 | 5% | -20% | -19% | 8% | -15% | -3.1
CCOC(=O)c1ccc(N=Cc2nc3ccccc3n2C)cc1 | 3% | -16% | 1 | -4% | 0% | 4% | -8% | . | -0.3
O=C(CSCc1ccccc1F)NCc1ccccc1 | 8% | -12% | -6 | -1% | -8% | 9% | -2% | 7% | 0.2
CC(C)(C)OC(=O)N1CCCC(C(=O)Nc2cccc(C(=O)N3CCOCC3)c2)C1 (stereo not given) | 10% | -14% | 1 | -21% | -1% | 0% | -13% | -21% | 0.9
Cc1ccc(N2CC(NC(=O)N3CCN(C(=O)c4ccco4)CC3)CC2=O)cc1 (stereo not given) | 3% | -9% | -9 | 4% | -5% | 0% | -6% | 10% | -4.2
COC(=O)c1ccc(OC(=O)CCN2C(=O)C3C4c5ccccc5C(c5ccccc54)C3C2=O)cc1 (stereo not given) | -7% | -5% | 9 | -10% | -25% | 9% | 8% | . | 3.1
COC(=O)c1ccccc1N(C)C(=O)C12CCC(C)(C(=O)O1)C2(C)C (stereo not given) | -13% | 4% | 5 | 17%[9.22 µM] | -11% | -1% | -2% | -36% | 14
Cc1cc(C)cc(N(CC(=O)Nc2cccc(C)c2C)S(=O)(=O)c2c(C)[nH]c(=O)[nH]c2=O)c1 | -3% | -3% | 3 | 2%&-10% | 5% | 2% | 9% | 3%&19% | -0.2
C#CCOCCOCCOCCNc1nc(N2CCN(C(=O)CCCCCCCCCCNC(=O)[C@@H](CCC(=O)O)n3cc(CCCCCN)nn3)CC2)nc(N2CCN(C(=O)CCCCCCCCCCNC(=O)[C@H](CO)n3cc(CCCCCN)nn3)CC2)n1 | -5% | -8% | -54* | 4% | -8% | -16% | 13% | ? | 0.3
CCOc1ccc(S(=O)(=O)NCCC(=O)NCc2ccncc2)cc1 | 9% | -7% | 3 | 10% | 9% | -5% | 0% | -4% | -1.5
Cc1cccc2c(SCC(N)=O)nc(-c3ccccc3)nc12 | 1% | -7% | 12 | -7% | ? | -2% | -4% | -20% | 1.9
CC(C)NC(=O)CCn1nc(-c2ccc(Cl)cc2)c2ccccc2c1=O | -1% | -2% | -2 | -5% | 9% | 11% | -2% | -6% | -1.0
CCC(C)(C)n1nnnc1C(c1ccc(OC)c(OC)c1)N1CCN(C(=O)c2ccco2)CC1 (stereo not given) | -5% | ? | -9 | 2% | 1% | -1% | 9% | 42% | -1.5
Cc1cc(C)nc(SCc2nnc(SCC(=O)N3CCCc4ccccc43)n2C)n1 | -13% | -1% | . | 13% | -7% | 1% | 7% | -7% | -0.3
O=C(N/N=C/c1c(O)ccc2ccccc12)Nc1ccccc1 | -1% | 0% | -3 | -17% | 5% | 1% | -26% | 21% | 1.9
O=C(NCc1cccnc1)c1ccc(NS(=O)(=O)c2cccc([N+](=O)[O-])c2)cc1 | 5% | 3% | -5 | 0% | 12% | -2% | -9% | . | -4.7
CC1(C)C(=O)Nc2ccccc2N1C(=O)COC(=O)CNS(=O)(=O)c1ccc(F)c(F)c1F | 7% | -8% | -27 | -26% | 12% | -23% | -9% | 1% | 0.0
O=C(O)c1ccc(N/N=C/c2ccc(-c3ccccc3)cc2)cc1 | -6% | 27µM* | -10 | 2% | 0% | 1% | -13% | 14% | -0.7
O=C(NNS(=O)(=O)c1ccc(F)cc1F)C1Cc2c(ccc3ccccc23)O1 (stereo not given) | -16% | -6% | . | ? | 15% | -9% | 7% | 55% | -1.9
Cc1ccc(NC(=O)c2nc[nH]c2C(=O)N2CCc3ccccc3C2)cc1 | 4% | 0% | 10 | 3% | 3% | 1% | 4% | -15% | -0.5
COc1ccc(-c2[nH]ncc2-c2ccc(Cl)cc2)c(O)c1 | -16% | 3% | 22 | ? | -28% | ? | 18% | ? | 0.8
COc1ccc(-c2nsc3c(N4CCCCC4C)ncnc23)cc1 (stereo not given) | 1% | 3% | 8 | -13% | 18% | -8% | -5% | 3% | -1.4
Cc1ccc2nc(SCC(=O)N3CCCC3)[nH]c2c1 | 7% | -5% | . | -9% | 11% | 1% | 3% | 13% | 1.1
O=C(Nc1ccc2c(c1)OCO2)C1Cc2ccccc2CN1S(=O)(=O)c1cccs1 (stereo not given) | -17% | -10% | -72* | 16% | -8% | 9% | 19% | 33% | 0.5
CC1CC(C)CN(C(=O)COC(=O)c2cc3ccccc3oc2=O)C1 (stereo not given) | -17% | -3% | 1 | 0% | -10% | 10% | 6% | . | -4.0
Cc1c(C(=O)OCC(O)=C(C#N)c2nc3ccccc3[nH]2)oc2ccc(Br)cc12 | -3% | -9% | ? | -12% | -4% | -8% | -8% | 16% | -0.5
COc1ccc2oc(=O)c(-c3csc(Nc4ccc(O)cc4)n3)cc2c1 | -28% | -3% | -18 | 24% | -21% | -1% | 6% | ? | -2.4
O/N=C/c1ccccc1OCc1ccccc1Cl | -12% | -1% | 6 | -27% | -2% | 1% | 10% | -4% | -2.3
COc1ccccc1C(=O)COC(=O)CCCN=C1NS(=O)(=O)c2ccccc21 | 6% | -11% | -8 | 9% | 0% | -4% | 5% | 14% | -4.0
O=C(NCCCN1CCOCC1)c1ccc(Cl)c(S(=O)(=O)N2CCCCCC2)c1 | -7% | -5% | 1 | -3% | 7% | . | 4% | 5% | -1.1
COc1ccccc1NC(=O)c1sc2nc(Cc3ccccc3)cc(C(F)(F)F)c2c1N | -5% | ? | . | -1% | -9% | 1% | 2% | -20% | 3.4
Cn1cc([C@]2(O)C(=O)Nc3cccc(Cl)c32)c2ccccc21 | 2% | 0% | 3 | -7% | 5% | 20% | -12% | -9% | -0.4
COc1cccc(CN2CCN(c3ccc(F)cc3)C2=O)c1 | -8%[57.1 µM] | 6% | 7 | ? | -13% | 9% | -2% | 17% | -2.6
O=C(O)c1cccc(N/N=C(\N=Nc2ccccc2)c2ccccc2)c1 | 0% | ? | 8 | -22% | -12% | 7% | -4% | 21% | -0.5
C/C=C\C=C\C(=O)N1CC2(CC(c3cccc(NC(=O)COc4ccc(Cl)cc4)c3)=NO2)C[C@H]1C(N)=O (stereo not given in full) | -11% | -11% | -81* | -11% | -22% | 1% | 1% | ? | 0.0
CC(C)c1cccc(C(C)C)c1NC(=O)COC(=O)c1ccc(OCC(=O)Nc2cccc(C(F)(F)F)c2)cc1 | -8% | -7% | 17 | 8% | -25% | -7% | 3% | . | -1.6
Cc1cc(C)n(-c2nnc(C)n2/N=C/c2ccc(O)cc2)n1 | -7% | -9% | -1 | -15% | -5% | -9% | 6% | 7% | 0.6
COc1ccc(CCNS(=O)(=O)c2ccc3[nH]c(=O)[nH]c3c2)cc1 | 2% | -5% | -2 | 13% | -12% | 2% | 12% | -9% | -0.1

4 records drawn at random from the list so far, as already listed:
SMILES | WRN inhibitor | PLK1 PBD inh | PI5P4K alpha inh | Abeta yeast res | EPAC1 antag | aSyn yeast inh | EPAC1 ag | FUS suppressor | IL-2 act
CC(C)c1cccc(C(C)C)c1NC(=O)COC(=O)c1ccc(OCC(=O)Nc2cccc(C(F)(F)F)c2)cc1 | -8% | -7% | 17 | 8% | -25% | -7% | 3% | . | -1.6
COc1cccc(CN2CCN(c3ccc(F)cc3)C2=O)c1 | -8%[57.1 µM] | 6% | 7 | ? | -13% | 9% | -2% | 17% | -2.6
C/C=C\C=C\C(=O)N1CC2(CC(c3cccc(NC(=O)COc4ccc(Cl)cc4)c3)=NO2)C[C@H]1C(N)=O (stereo not given in full) | -11% | -11% | -81* | -11% | -22% | 1% | 1% | ? | 0.0
COc1ccccc1C(=O)COC(=O)CCCN=C1NS(=O)(=O)c2ccccc21 | 6% | -11% | -8 | 9% | 0% | -4% | 5% | 14% | -4.0

Random draw from the library; overall some 4.1% were active at least once.
